# Assay outcomes from PubChem.
# EPAC2 ag – activates human EPAC2 exchange factor | Q8WZA2 | EPAC2 activation, biochemical qHTS; response scale: 100% = 6.5 mM cAMP response | Potency, µM (doses to about 154 µM), without a hit: top-dose activation, usual class: activators | 0.079% of 360,000 active | AID 720711; also: potency is read from the fitted curve at half-maximal effect; nearly all actives have a fitted effect of over 50% in size
# Target sequence (Q8WZA2 whole entry, looked up): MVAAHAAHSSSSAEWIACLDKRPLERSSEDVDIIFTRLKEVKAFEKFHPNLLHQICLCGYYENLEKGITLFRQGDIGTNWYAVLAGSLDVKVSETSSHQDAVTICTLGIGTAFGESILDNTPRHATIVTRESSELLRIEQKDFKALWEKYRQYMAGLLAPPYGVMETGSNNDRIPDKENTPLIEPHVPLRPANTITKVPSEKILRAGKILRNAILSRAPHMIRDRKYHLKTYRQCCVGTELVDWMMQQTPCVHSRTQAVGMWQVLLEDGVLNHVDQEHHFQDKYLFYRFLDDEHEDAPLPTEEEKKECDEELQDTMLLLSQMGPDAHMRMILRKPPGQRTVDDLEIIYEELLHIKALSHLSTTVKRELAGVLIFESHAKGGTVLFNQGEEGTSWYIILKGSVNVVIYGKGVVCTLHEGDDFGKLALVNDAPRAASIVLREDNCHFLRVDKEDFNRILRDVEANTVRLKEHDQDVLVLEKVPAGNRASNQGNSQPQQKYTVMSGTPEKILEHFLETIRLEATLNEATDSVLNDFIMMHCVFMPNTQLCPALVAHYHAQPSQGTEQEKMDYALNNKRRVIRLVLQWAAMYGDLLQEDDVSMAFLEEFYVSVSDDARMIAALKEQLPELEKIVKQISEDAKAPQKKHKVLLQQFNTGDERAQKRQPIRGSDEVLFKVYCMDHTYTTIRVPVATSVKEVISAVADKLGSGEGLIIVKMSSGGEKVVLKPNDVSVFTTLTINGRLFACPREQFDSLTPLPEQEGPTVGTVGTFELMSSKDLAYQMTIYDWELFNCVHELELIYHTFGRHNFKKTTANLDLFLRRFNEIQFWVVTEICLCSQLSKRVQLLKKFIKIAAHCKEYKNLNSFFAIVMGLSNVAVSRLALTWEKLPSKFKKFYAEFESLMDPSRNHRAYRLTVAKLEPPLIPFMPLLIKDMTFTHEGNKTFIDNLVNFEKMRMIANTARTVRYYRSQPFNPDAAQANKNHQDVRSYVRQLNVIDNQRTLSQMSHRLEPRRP
#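 Each well held 100 nM EPAC2, 250 nM RAP1B-BODIPY-GDP and 50 uM GDP. Fluorescence, read at 5-min intervals to 30 min, was referenced to a 6.5 mM cAMP positive control.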
# pAkt inh – Akt phosphorylation inhibition | Neuro2A IGF-stimulated pAkt S473 HTRF, 20 min; stronger effect = lower value | activity change, % for hits at 50 µM | 0.32% of 360,000 active | AID 651550; in the data active = activity change below about -80%; inconclusive = mostly about -51% to -80%; also: % is scaled to controls: 0 for no effect and ±100 for the full control effect
#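 Neuro2A cells (4,500/well, DMEM with 0.5% FBS) were treated with compound at a single 50 µM final concentration, stimulated with 6 nM IGF for 20 min at 37 °C, and lysed. Phospho-Akt Ser473 was read by HTRF as 665/615 ratio ×10^4.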
# Nrf2 inh – inhibitors of Nrf2 signaling; A549 ARE-Fluc reporter, luciferase luminescence, 18-24 h; Potency, µM (top dose mostly 46 µM), inactives show at the highest dose activity change, negative = inhibition, hits mostly inhibitors; 2.1% of 360,000 active; AID 504444; also: potency is read from the fitted curve at half-maximal effect; % is scaled to controls: 0 for no effect and ±100 for the full control effect; nearly all actives have a fitted effect of over 60% in size
#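 In this cell-based qHTS, ARE-driven firefly luciferase in A549 cells reports Nrf2 activity; the luminescent signal after BugLite lysis is the measured value, with a prior CellTiter-Fluor read for cell health.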
# Nrf2 ARE act – activates Nrf2 signaling; AREc32 ARE-luciferase reporter (MCF7-derived line), luminescence, 24 h; Potency, µM (top dose mostly 46.1 µM), for inactives: at the top dose activation, hits mostly activators; 0.31% of 410,000 active; AID 624171; also: potency is read from the fitted curve at half-maximal effect; % of control where 0% means no effect; nearly all actives have a fitted effect of over 65% in size
#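 AREc32_Fluc, 1000 cells/well, OPTI-MEM + 5% FBS, o/n 37 deg C 5% CO2; 23 nL cpd by pin tool, 24 hr; Steady-Glo 30 min RT, luminescence.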
# MmCpn inh – M. maripaludis TRiC chaperonin inhibition | purified Mm-Cpn ATPase, ADP Transcreener TR-FRET | Potency, µM (titrated, usually from 76.9 µM), without a hit: at the highest dose activity, negative = inhibition, hits mostly inhibitors | 0.031% of 330,000 active; also: potency is read from the fitted curve at half-maximal effect; % is scaled to controls: 0 for no effect and ±100 for the full control effect; nearly all actives have a fitted effect of over 80% in size
#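 Measured: ADP formation by purified Mm-CPN. Conditions: 25 nM protein, 10 uM ATP, Tris pH 7.4 with Mg2+, K+ and DTT, 37°C for 30 min. Detection: Transcreener HTRF after 30 min at room temperature.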
# EPAC2 antag – EPAC2 (human) antagonism; Q8WZA2; EPAC2 GEF exchange of Rap1B-BODIPY-GDP, fluorescence; Potency, µM (top dose mostly 114 µM), for inactives: top-dose activity, negative = inhibition, hits mostly inhibitors; 0.18% of 360,000 active; also: potency is read from the fitted curve at half-maximal effect; % is scaled to controls: 0 for no effect and ±100 for the full control effect; nearly all actives have a fitted effect of over 45% in size; many of its hits are not listed in these tables
# CCT modulator – changes cytosolic chaperonin activity | activity change, % (concentration not given with the values), hits read low | AID 651819 | 0.3% of 360,000 active | purified chaperonin ATPase assay, HTRF ADP detection, 30 min; in the data active = activity change below about -30%; also: % is scaled to controls: 0 for no effect and ±100 for the full control effect
#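 We incubate TRiC, 40 or 20 nM final, with library compounds at 76 uM and 10 uM ATP for 30 min at 37 °C. ADP formed is detected with Transcreener HTRF reagents after 30 min at room temperature.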
# TGFb inhibitor – inhibitors of TGF-b signaling. HepG2 CAGA-GFP TGF-b/SMAD3 reporter, GFP fluorescence, 18 h; TGF-beta stimulated, 500 pg/mL final. Potency, µM (highest dose often 46.1 µM), for inactives: at the highest dose activity, negative = inhibition, most hits filed as inhibitors. 1.2% of 410,000 active. AID 588855; also: potency is read from the fitted curve at half-maximal effect; % is scaled to controls: 0 for no effect and ±100 for the full control effect; nearly all actives have a fitted effect of over 65% in size
#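 HEPG2 CAGA-GFP, 1000 cells/well; 2 h settle, 37 C; cpd via pin tool; TGF-b 500 pg/mL final; 18 h, 37 C; GFP imaging ex488/em500-530; %Activity normalised to -TGF-b and +DMSO controls; CRC fit, curve class.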
# A549 viability – counter-screen for Nrf2 inhibitors: cytotoxicity in A549 cells | A549 ARE-Fluc cells, CellTiter-Fluor viability, 18-24 h | Potency, µM (highest dose often 46 µM), for the others: at the top dose activity change, negative = cytotoxicity, usual class: inhibitors | 0.16% of 390,000 active | AID 504648; also: potency is read from the fitted curve at half-maximal effect; % is scaled to controls: 0 for no effect and ±100 for the full control effect
#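 A549 ARE-Fluc cells in 5% FBS OPTI-MEM, 5000 cells/well, rested 2 h then exposed to compounds in concentration-response for 18-24 h at 37 °C. Viability by CellTiter-Fluor fluorescence (Ex 405/Em 525) after 30 min; luciferase luminescence (BugLite, 15 min, RT) read afterwards.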
# An asterisk follows results filed as active; i = inactive; ? = inconclusive; . = no result given; [ ] = dose if it differs, or a comment. Unless noted, calls follow the shape of the dose curve; as a rule, active = well fitted curve in the direction sought with a large enough effect; inconclusive = small, poorly fitted or top-dose-only effect, or another doubt; inactive = no such curve, though single readings can be large; an effect the other way counts as inactive or inconclusive.
SMILES,EPAC2 ag,pAkt inh,Nrf2 inh,Nrf2 ARE act,MmCpn inh,EPAC2 antag,CCT modulator,TGFb inhibitor,A549 viability
CCCNC(=O)c1ccc(N2CCC3(CC2)CC(c2ccccc2)=NO3)c(NC(=O)Cc2ccc(F)cc2)c1,5%,i,5%,0.0%,1%,-9%,-0.9,?,-1%
S=C(NCc1ccncc1)Nc1ccccc1,-16%,i,1%,0.4%,-3%,3%[57.1 µM],-1.5,5%,0%
CCCCC(=O)Nc1ccc(C(=O)N2CCN(c3ccccc3OC)CC2)cc1,-4%,i,?,-0.7%,-1%,-6%,0.5,0%,-3%
CC(=O)Nc1ccc(NC(=O)C(NS(=O)(=O)c2ccc3c(c2)OCCO3)C(C)C)cc1 (centres undefined),2%,i,10%,-1.1%,0%,27%,-1.8,19%,-3%
COCCCNS(=O)(=O)c1ccc2c(c1)CCN2C(C)=O,2%,i,3%,-1.0%,.,5%,1.1,-10%,-8%
O=C(CSc1nc2c(c(=O)[nH]1)CCCC2)Nc1ccc(Cl)cc1F,4%,i,-18%,0.8%,-3%,3%,0.2,-7%,18%
Brc1ccc(N=NNc2ccccc2)cc1,3%,i,?,17%,-1%,-8%,0.2,-14%,-7%
Cc1ccc(-c2nnc(Nc3ccc4c(c3)nc(C)n4C)c3ccccc23)cc1,1%,i,21µM*,3.3%,-1%,-6%,-0.6,?,?
COC(=O)C(=O)/C=C(\O)c1c(C)cc(C)cc1C,7%,i,-8%,-0.4%,-1%,0%,-1.0,-5%,-9%
COc1ccc(CCNC(=O)C2CCCN2C(=O)NC2CCCCC2)cc1OC (centres undefined),8%,i,20%,0.0%,1%,-3%,-1.2,9%,7%
Cc1ccc(NC(=O)COC(=O)CN2C(=O)NC3(CCCC3)C2=O)cc1F,6%,i,-5%,-0.4%,-1%,-25%,0.5,-17%,-6%
O=C(NNC(=S)Nc1ccccc1)c1ccccc1[N+](=O)[O-],11%,i,?,4.9%,1%,2%,-2.0,-3%,24%
O=C(Nc1ccccc1)N1CCC(=S)Nc2ccccc21,-2%,i,-3%,-0.4%,1%,0%,0.8,18%,5%
COCCn1c(SCc2ccc(OC)c(F)c2)nnc1-c1ccncc1,11%,i,4%,-0.4%,1%,-6%,-3.2,-5%,2%
CC(=O)c1cc(-c2ccccc2)n(CC(=O)Nc2cc(C)cc(C)c2)c1C,-11%,i,-9%,0.3%,-1%,10%,-2.7,-25%,-1%
COC(=O)CSc1nnc(CNC(=O)c2cccs2)n1-c1cc(OC)ccc1OC,11%,i,3%,-0.5%,-2%,-3%,-3.3,-6%,1%
Cc1ccccc1OCC(=O)Nc1cccc2nsnc12,-2%,i,?,11%,2%,3%,-1.9,-3%,8%
Cc1ccc(C)c(NS(=O)(=O)c2ccc3[nH]c(=O)oc3c2)c1,5%,i,-1%,-0.1%,1%,-4%,1.3,1%,-5%
Cc1cccc(C(=O)OC(C)C(=O)Nc2ccc(S(=O)(=O)Nc3ncccn3)cc2)c1C (centres undefined),5%,i,-28%,-0.3%,1%,1%,-1.3,1%,-3%
O=C(O)Cc1ccc(C(=O)c2ccc(Cl)cc2Cl)s1,-1%,i,25%,0.3%,0%,35µM*,-2.0,7%,1%
Cc1nc(-c2ccc(Cl)cc2)sc1C1(C)CC(c2cccc(F)c2)=NO1 (centres undefined),8%,i,?,4.7%,-14%,19%,-1.0,-28%,-1%
COc1ccc(C2=Nn3c(nnc3-c3ccncc3)SC2)cc1,-5%,i,?,0.6%,1%,9%,0.6,1%,.
COc1cccc(CNC(=O)c2cc3c(s2)-c2ccccc2OC3)c1,.,.,-5%,0.9%,.,.,.,?,1%
CCOC(=O)c1c(C)n(C)c2ccc(OC)c(NC(=O)CN3CCN(Cc4ccccc4)CC3)c12,-4%,i,6%,-0.2%,2%,0%,-1.4,?,18%

# Laid out differently: entries from further up
> Cc1ccccc1OCC(=O)Nc1cccc2nsnc12
  EPAC2 ag: -2%
  pAkt inh: i
  Nrf2 inh: ?
  Nrf2 ARE act: 11%
  MmCpn inh: 2%
  EPAC2 antag: 3%
  CCT modulator: -1.9
  TGFb inhibitor: -3%
  A549 viability: 8%

> Cc1ccc(C)c(NS(=O)(=O)c2ccc3[nH]c(=O)oc3c2)c1
  EPAC2 ag: 5%
  pAkt inh: i
  Nrf2 inh: -1%
  Nrf2 ARE act: -0.1%
  MmCpn inh: 1%
  EPAC2 antag: -4%
  CCT modulator: 1.3
  TGFb inhibitor: 1%
  A549 viability: -5%

# The listing continues.
SMILES,EPAC2 ag,pAkt inh,Nrf2 inh,Nrf2 ARE act,MmCpn inh,EPAC2 antag,CCT modulator,TGFb inhibitor,A549 viability
O=C(O)CCc1nnc(SCC(=O)Nc2ccc(Br)cc2)[nH]c1=O,3%,i,7%,-0.1%,0%,3%,-2.0,-1%,2%
Cn1c(N)c(C(=O)c2cc(-c3ccncc3)nc3ccccc23)c(=O)n(C)c1=O,13%,i,13%,-0.4%,-2%,-2%,-6.4,6%,0%
CCOc1ccc(NC(=O)Cn2nc(Cc3cccnc3)c3ccccc3c2=O)cc1,.,.,3%,-1.2%,.,.,.,?,1%
CCOC(=O)C1=C2NC(=O)c3ccccc3N2C(=O)C1,5%,i,-8%,0.5%,-1%,2%,-1.3,0%,0%
O=C(NCCC1CCCCN1S(=O)(=O)c1cccs1)C(=O)Nc1cccc(F)c1 (centres undefined),4%,i,-1%,0.5%,-1%,6%,-1.1,?,-4%
COC(=O)C1CSC(C(=O)OC)N1C(=O)CN1CC(C)OC(C)C1 (centres undefined),9%,i,0%,-0.5%,-1%,-3%,-0.7,7%,1%
CC(C)NC(=O)C1(C)CCN1C(=O)c1ccccc1 (centres undefined),4%,i,.,0.4%,.,1%,-0.8,-4%,.
O=C(NC(=S)NCCC1=CCCCC1)c1ccccc1Br,13%,i,?,5.6%,0%,1%,-0.6,?,1%
Cc1csc(Sc2ccc([N+](=O)[O-])cc2C(=O)OCC(=O)NC(=O)NC(C)(C)C)n1,?,i,4%,26%,1%,0%,1.5,4%,3%
COC(=O)c1cn(-c2cccc(C)n2)cn1,-2%,i,9%,-0.8%,0%,7%,0.5,-3%,0%
Cc1c(/C(O)=C2/C(=O)C(=O)N(CCN3CCOCC3)C2c2cccnc2)cnn1-c1ccccc1 (centres undefined),-5%,i,.,-0.1%,0%,1%,-1.2,13%,-3%
COc1cccc(-c2noc(COc3cccc(C)c3C)n2)c1,.,.,?,5.3%,.,.,.,-12%,8%
Cc1ccc(CN(C)C(=O)c2cc(COc3cccc(C(F)(F)F)c3)on2)o1,17%,i,-12%,2.8%,3%,-9%,-1.5,?,9%
Cc1nn(Cc2ccc(C(=O)Nc3ccccc3F)cc2)c(C)c1Cl,11%,i,-2%,0.1%,?,-10%,-3.8,9%,-1%
Nc1nc(-c2ccccc2)nc2sc3c(c12)CCCC3,8%,i,?,8.7%,0%,-16%,0.1,?,-12%
Cc1oc(-c2cc(F)ccc2F)nc1CN(C)Cc1ccc2nccnc2c1,-1%,i,-8%,4.5%,-2%,1%,1.4,-12%,1%
CCC(c1nnc(SCC(=O)Nc2cccc(S(N)(=O)=O)c2)n1Cc1ccccc1)N(C)C (centres undefined),10%,i,15%,-1.0%,1%,4%,0.9,5%,-4%
Cc1nnc(SCc2ccccc2Cl)n1CC1CCCO1 (centres undefined),5%,i,-16%,-0.7%,1%,6%,-2.7,0%,0%
Cc1ccc(S(=O)(=O)NCC(=O)NC2CC2)cc1,-4%,i,10%,0.2%,?,-3%,-0.9,-1%,2%
O=C(c1cccc(F)c1)N1CCN(Cc2c[nH]c3ccccc23)CC1,18%,i,.,3.7%,-2%,-4%,1.6,13%,-3%
CCOC(=O)N(Cc1ccccc1)C1CC1,1%,i,-2%,0.2%,.,2%,-1.4,22%,2%
CC(C)(Oc1ccc(CCNC(=O)c2ccc(-c3ccccc3)o2)cc1)C(=O)O,2%,i,-12%,-0.2%,-1%,14%,-4.1,?,2%
Cc1ccc2c(c1C)NC(=O)C2(O)CC(=O)c1ccc2c(c1)OCO2 (centres undefined),0%,i,4%,2.5%,-2%,5%,-9.6,5%,-1%
O=C(/C=C/Nc1ccc(F)cc1)c1cccs1,2%,i,?,6.3µM*,.,3%,-2.6,-4%,-9%
Cn1cc([N+](=O)[O-])c(C(=O)N/N=C/c2ccncc2)n1,-4%,i,2%,1.4%,2%,7%,1.4,-1%,-3%
CCN(CC)S(=O)(=O)c1ccc(S(=O)(=O)Nc2c(C)nn(C)c2C)cc1,4%,i,?,0.3%,-4%,-2%,-23,-11%,-8%
Cc1ccc(-c2nnc(N3CCC(C)CC3)c3ccccc23)cc1,16%,i,-14%,6.1%,0%,-16%,-2.4,?,0%
CCOC(=O)[C@]12CCC=C1N(Cc1cccc3ccccc13)C(=O)[C@H](CC(=O)NCC1CCCCC1)C2,7%,i,.,5.3%,.,-11%,-0.3,.,.
Cc1ccc(S(=O)(=O)Nc2cccc(C(=O)NCCN3CCOCC3)c2)cc1F,0%,i,-19%,-0.1%,-4%,-10%,-1.6,1%,2%
O=C(NC1CCCC1)c1cccc(S(=O)(=O)N2CCOCC2)c1,9%,i,19%,0.0%,0%,1%,-1.1,7%,3%
COc1ccc(C(=O)COC(=O)c2ccc(OC)c(OC)c2)cc1OC,-1%,i,6%,-0.5%,0%,7%,-3.0,-28%,-1%
O=C(O)CCN=C1CCCc2ccccc2N1,5%,i,1%,-0.8%,-2%,-7%,-0.3,-18%,14%

# Marked active in EPAC2 antag, among the entries above:
mol,EPAC2 ag,pAkt inh,Nrf2 inh,Nrf2 ARE act,MmCpn inh,EPAC2 antag,CCT modulator
O=C(O)Cc1ccc(C(=O)c2ccc(Cl)cc2Cl)s1,-1%,i,25%,0.3%,0%,35µM*,-2.0

# Not all compounds are listed; rates above refer to the full screens.
